Source: PubChem
IEC-6 tox: counter-screen for KLF5 inhibitors: cytotoxicity in IEC-6 cells; inhibition, % at 5 µM; hit rate 0.78% among 290,000; IEC-6 cytotoxicity, luminescence viability; in the data active = inhibition above about 22%;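 also: 0% = plate median of test compound wells and 100% = cytotoxic reference compound wells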
KLF5 inh: kruppel-like factor 5 inhibition. inhibition, % at 5 µM. DLD-1 KLF5 promoter-luciferase reporter, luminescence. hit rate 0.23% among 290,000;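 active = inhibition above a per-plate limit of that plate's mean compound inhibition plus 3 SD, cut at about 60% in these data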;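 also: 0% = DMSO wells and 100% = LY294002 at 200 µM; higher means less KLF5 promoter-driven luciferase light; inactives centre near -14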
HSF1 activator: increases HSF-1 driven luciferase reporter signal | NIH3T3-HGL HSF-1 luciferase reporter, MG132, 8 h; 100% = twice DMSO control signal | activation, % at 9 µM | hit rate 1.7% among 300,000 | AID 504408;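 active = mean replicate activation of at least 50% with a set share of replicates each reaching 50%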;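 also: 0% = median of the neutral control wells and 100% = twice that signal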
HSP90 inh: inhibitors of HSP90 luciferase refolding in rabbit reticulocyte lysate | luciferase refolding luminescence, 3 h | AID 1789 | hit rate 0.91% among 290,000 | inhibition, % at 5.6 µM;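 active = inhibition above the screen-wide mean plus 3 SD, computed separately per campaign, cut at about 16% in these data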;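 also: 0% = DMSO wells and 100% = 60 µM geldanamycin wells; inhibitors lower the luminescence because luciferase stays unfolded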
GSK3beta inhib: inhibitors of human GSK3beta kinase; P49841; GST-GSK3beta kinase, ADP-Glo luminescence, 60 min; hits give low values; activity score (negative = inhibition), % at 10 µM; hit rate 0.038% among 300,000;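 active = more than half of replicate wells score below -50%, meaning over 50% inhibition versus plate controls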;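 also: 0% = median DMSO wells and -100% = median GW8510 positive control wells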
Target sequence (P49841 whole entry, looked up): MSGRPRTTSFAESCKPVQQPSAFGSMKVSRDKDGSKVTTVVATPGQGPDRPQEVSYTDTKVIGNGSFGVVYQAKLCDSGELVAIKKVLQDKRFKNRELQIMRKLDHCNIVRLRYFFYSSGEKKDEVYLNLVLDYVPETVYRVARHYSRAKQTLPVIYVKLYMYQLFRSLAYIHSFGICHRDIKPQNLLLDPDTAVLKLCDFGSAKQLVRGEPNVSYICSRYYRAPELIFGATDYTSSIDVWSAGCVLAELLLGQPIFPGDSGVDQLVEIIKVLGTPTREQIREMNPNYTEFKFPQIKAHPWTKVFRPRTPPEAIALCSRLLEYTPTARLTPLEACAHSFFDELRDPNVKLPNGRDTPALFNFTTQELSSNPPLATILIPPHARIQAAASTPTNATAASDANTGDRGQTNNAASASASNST
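Assay system: GST-fused GSK3beta enzyme, cell-free / Medium: Tris pH 7.5 buffer with MgCl2, DTT, BSA, heparin / Also added: peptide substrate plus 25 µM ATP (final) / Compound: 10 µM single point / Timing: kinase reaction with compound 60 min at room temperature / Detection: ADP-Glo luminescence / Benchmarks: DMSO neutral wells and GW8510 at 20 µM as positive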
HSF1 inh: HSF1 inhibition | NIH3T3-HGL HSE-luciferase, MG132-induced, luminescence 8 h; hits give low values | activity change, negative = inhibition, % at 7.5 µM (by protocol) | hit rate 0.77% among 300,000;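 active = more than half of replicate wells show activity change below -50%, luminescence cut by over half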;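 also: luciferase reports HSF-1 transcriptional activity via heat shock element; 0% = median of DMSO wells and -100% = zero luminescence signal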
GSK3 alpha inh: inhibitors of human GSK-3 alpha kinase; P49840; ADP-Glo luminescence, 60 min; inhibition, % at 10 µM; hit rate 0.1% among 320,000; AID 2650;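 in the data active = inhibition above about 50%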;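 also: GST-tagged GSK-3 alpha with peptide substrate and 25 µM ATP; 0% = DMSO neutral wells and 100% = GW8510 positive control wells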
Target sequence (P49840 whole entry, looked up): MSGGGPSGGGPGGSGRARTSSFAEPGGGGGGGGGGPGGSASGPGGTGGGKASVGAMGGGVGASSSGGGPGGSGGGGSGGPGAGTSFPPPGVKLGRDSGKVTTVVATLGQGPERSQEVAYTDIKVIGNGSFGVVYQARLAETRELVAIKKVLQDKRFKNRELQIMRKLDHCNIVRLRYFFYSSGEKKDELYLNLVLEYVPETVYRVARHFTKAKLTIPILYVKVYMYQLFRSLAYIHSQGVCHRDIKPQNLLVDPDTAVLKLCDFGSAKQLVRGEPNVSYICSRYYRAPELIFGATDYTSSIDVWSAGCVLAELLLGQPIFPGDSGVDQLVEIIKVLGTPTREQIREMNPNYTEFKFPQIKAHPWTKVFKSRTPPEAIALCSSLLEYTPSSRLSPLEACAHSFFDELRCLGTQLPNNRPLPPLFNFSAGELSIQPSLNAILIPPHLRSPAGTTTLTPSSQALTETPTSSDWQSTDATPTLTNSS
AI-2 QS mod: modulators of Vibrio harveyi AI-2 quorum sensing system; AID 2094; activity change, % at 7.5 µM; Vibrio harveyi JMH597 AI-2 luminescence/OD600 ratio, 9 h; hits give low values; strain lacks LuxN and CqsS sensors; 0 = neutral-control median; hit rate 0.4% among 300,000; in the data active = activity change below about -75%, passing the limit was not always enough;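 also: luminescence divided by OD600 gain over 9 h not by final OD600 alone; inactives centre near 13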
PolyA inh: yeast polyadenylation inhibition. S. cerevisiae SKY197-pL101 polyadenylation reporter, beta-gal luminescence; efflux-impaired pdr1/pdr3 knockout yeast; score 100 = 6 SD above DMSO. hit rate 0.02% among 300,000. AID 1875. calls only at 12 µM;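 active = lowest replicate activity score at least 50, where 100 means six control SD above control mean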;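 also: yeast exposed to compound for 9 h at 30 °C; higher score means more reporter readthrough which indicates perturbed polyadenylation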
aSyn 5UTR inh: MLPCN primary screen, SNCA 5' untranslated region; inhibition, % (tested at 7.5 µM); hit rate 0.82% among 300,000; alpha-synuclein 5'UTR reporter, inhibitor activity; in the data active = inhibition above about 60%;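 also: H4 neuroglioblastoma cells stably carrying SNCA 5'UTR luciferase fusion; 0% = DMSO wells and 100% = positive control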
Active calls of the source: *; i = inactive; nt = not tested or not shown.

SMILES	IEC-6 tox	KLF5 inh	HSF1 activator	HSP90 inh	GSK3beta inhib	HSF1 inh	GSK3 alpha inh	AI-2 QS mod	PolyA inh	aSyn 5UTR inh
O=C1CN(C(=O)COC(=O)c2cccnc2Cl)c2ccccc2N1	6	-7	0	-3	-2	-5	4	7	i	-3
COc1cc(NC(=O)C/C(C)=N/NC(=O)C(=O)NCCO)c(OC)cc1Cl	-3	3	26	-1	-8	3	-5	23	i	1
O=C(C1=C[C@@H](c2ccc(C(F)(F)F)cc2)C[C@@H](OCc2ccc(CO)cc2)O1)N1CCN(Cc2ccc3c(c2)OCO3)CC1	8	6	-6	7	3	-11	3	19	i	21
O=C(NCCc1cccc(Cl)c1)c1cc2ccccc2oc1=O	-2	-22	278*	-5	1	187	-2	34	i	-25
Cc1cc(=O)[nH]c(N2CCN(C(=O)c3ccco3)CC2)n1	0	-15	3	3	-1	-5	-2	3	i	24
COc1ccc2c(c1)[nH]c1c(=O)n(CCN3CCCC3)cnc12	3	9	nt	-1	1	nt	0	13	nt	nt
Cc1cc(/C=C(\C#N)C(=O)N2CCCCC2)cc(C)c1O	-1	-8	14	3	1	-3	1	9	i	-44
CC1=C(C(=O)OC2CCCC(C)C2)C(c2ccccc2)NC(=O)N1 (centres undefined)	1	-14	10	1	1	1	7	-10	i	-1
CC(C)(C)OC(=O)NCCc1nnc(SCC(N)=O)o1	-4	-21	-1	-3	2	-6	-6	13	i	6
Cc1nn(C)c(Oc2cccc(C(F)(F)F)c2)c1C#N	-2	-11	11	0	1	-2	-3	15	i	4
COc1cc(/C=N/O)cc(Br)c1OS(=O)(=O)c1ccc(C)cc1	8	15	-7	0	-2	-4	9	13	i	7
COc1ccc(S(=O)(=O)N2CCOCC2)cc1NC(=O)Cc1ccc(Cl)c(Cl)c1	1	-62	15	-1	0	3	-2	34	i	31
COc1ccc(-c2csc(Nc3ccc(C)cn3)n2)cc1	-5	-116	13	1	-1	5	-1	6	i	-180
CC(=O)NCCC(=O)NCC1(N(C)Cc2ccccc2)Cc2ccccc2C1	1	-5	-16	-4	2	-6	0	4	i	-10
COc1ccc(N(CC(=O)N/N=C/c2cccnc2)S(=O)(=O)c2ccc(C)cc2)cc1OC	2	-22	-4	-4	3	-11	nt	7	i	12
CN(CC(=O)Nc1ccccc1Cl)C(=O)COC(=O)c1nc(Cl)c(Cl)c(Cl)c1Cl	8	6	8	5	0	10	-1	-2	i	-129
CC(=O)c1ccc(S(=O)(=O)N2Cc3ccccc3CC2C(=O)O)cc1 (centres undefined)	9	-8	17	1	1	-4	-2	9	i	16
CCCCCN(C(=O)NC(=O)Nc1ccccc1C)S(=O)(=O)c1ccccc1	12	0	-8	0	-5	-5	-3	7	i	5
COc1cccc(CC2(CO)CCCN(Cc3ccccc3-c3ccco3)C2)c1 (centres undefined)	2	-20	-7	-4	0	-6	nt	9	i	22
O=C(CN1C(=O)CC(c2ccccc2)=Nc2ccccc21)NCc1ccccc1	2	-2	9	2	2	-3	3	5	i	-4
CCOC(=O)CNC(=S)N(CCCN1CCCCC1)Cc1cccs1	2	-53	23	0	1	6	nt	19	i	3
CCOC(=O)c1cnc(SCC(=O)Nc2cccc(OC)c2)nc1N	-3	-21	6	2	-6	-2	nt	15	i	14
O=C(Cc1ccc([N+](=O)[O-])cc1)N1CCCc2ccccc21	0	-14	6	4	2	10	-1	14	i	17
CC1CCN(C(=S)c2cn(Cc3cccc(F)c3)c3ccccc23)CC1	1	-16	18	2	3	2	1	0	i	27
CC(C)CC1NC(=O)N(CC(=O)N2CCN(S(=O)(=O)c3ccccc3)CC2)C1=O (centres undefined)	8	-31	3	2	2	4	nt	-2	i	-10
(more compounds)
SMILES	IEC-6 tox	KLF5 inh	HSF1 activator	HSP90 inh	GSK3beta inhib	HSF1 inh	GSK3 alpha inh	AI-2 QS mod	PolyA inh	aSyn 5UTR inh
O=C1N(Cc2cccc(Cl)c2)C[C@@H]2C[C@@H](c3cccn3-c3cccnc3)N3CCC[C@@]123	-5	-17	-1	1	1	-2	-2	3	i	8
Cn1c(O)c(N=NC(=O)c2ccccc2O)c2ccccc21	-1	-45	20	0	-1	23	-3	3	i	-103
COc1ccccc1-n1c(O)c(C=NCc2ccccn2)c2ccccc2c1=O	-3	-10	14	-1	-4	1	8	-8	i	-3
Cc1cc2c3c(c1)C1(C(=O)N3C(C)(C)CC2C)C(C#N)=C(N)Oc2cc(O)ccc21 (centres undefined)	1	-23	67*	3	1	24	0	17	i	12
NC(=S)Nn1c(CCC(=O)O)ccc1-c1ccccc1	-4	5	1	0	1	-2	-1	29	i	-7
Cc1ccccc1-c1nc(CN2CCC(C(=O)NCCC3=CCCCC3)CC2)c(C)o1	2	-3	5	-2	1	0	nt	8	i	10
O=C(COC(=O)c1ccccc1)NCCC1=CCCCC1	-8	-26	-5	-3	1	-4	1	32	i	3
COc1ccc(C(=O)O)c(OC)n1	2	-16	1	-5	-2	-5	-1	10	i	14
OCC[C@@H]1C[C@@H](O)[C@H](O)[C@]2(OCCc3ccccc32)O1	-5	-19	2	0	-2	0	1	23	i	5
CCOC(=O)C(=CNc1ccc(OC)cc1[N+](=O)[O-])C(=O)OCC	5	-3	-25	4	0	-16	-1	0	i	-15
COc1ccc(CN2CCN(C(=O)C3CCC(CNS(=O)(=O)c4ccccc4)CC3)CC2)c(OC)c1OC (centres undefined)	2	-44	1	-1	2	-1	0	11	i	2
CCOC(=O)c1ccc2c(c1)N(CC(=O)N1CCCC1)C(=O)C(C)(C)O2	-10	-13	7	-1	4	-2	-4	11	i	1
Clc1ccc(N/N=C/c2cccnc2)cc1	-4	-3	25	-2	-7	7	-3	3	i	-123
S=c1[nH]cnc2sc(-c3ccccc3)cc12	-1	-33	18	-2	-1	7	0	33	i	-71
O=S1(=O)CCOCCN1Cc1ccccc1	-1	-7	4	-5	1	-5	0	5	i	30
CCN(CC)c1ccc(/C=C2\CCC(/C=C(\C#N)C(=O)Nc3ccccc3F)=C2N2CCOCC2)cc1	-1	2	9	0	2	1	nt	0	i	-1
CC1CCc2c(sc3ncnc(NS(=O)(=O)c4cccs4)c23)C1 (centres undefined)	4	0	4	-5	1	2	0	22	i	-101
Cc1cc(C(=O)Nc2c(C)nn(Cc3ccccc3Cl)c2C)no1	4	0	0	-2	-3	0	0	17	i	-28
CCc1nnc(NC(=O)c2ccc(COc3ccccc3C)o2)s1	8	-33	15	2	1	-1	0	5	i	0
CC(=O)c1ccc(N2CCN(C(=O)c3n[nH]c4ccccc34)CC2)cc1	-7	-23	56*	-2	-4	25	5	5	i	0
Cc1ccc2nc(-c3ccc(NC(=O)c4cccnc4)cc3)oc2c1	14	-39	27	6	2	6	0	6	i	-8
CN(C1CCCCC1)S(=O)(=O)c1ccc2[nH]c(=O)oc2c1	4	-15	-1	0	-1	1	-2	35	i	0
Cc1ccccc1-c1nc(CS(=O)(=O)CC(=O)N2CCCCC2)c(C)o1	3	-15	-13	6	17	-2	0	1	i	13
CCOC(=O)N1CCC(NC(=O)C(Cc2ccccc2)NC(=O)C2CCCCC2)CC1 (centres undefined)	-3	-12	16	0	0	11	-1	11	i	-5
COc1cccc(C(=O)NCCS(=O)(=O)N2CCC3(CC2)OCCO3)c1	nt	nt	-3	nt	-3	-3	-5	14	i	11

As a working copy, 12 of the compounds above.
SMILES	IEC-6 tox	KLF5 inh	HSF1 activator	HSP90 inh	GSK3beta inhib	HSF1 inh	GSK3 alpha inh	AI-2 QS mod	PolyA inh	aSyn 5UTR inh
O=C1N(Cc2cccc(Cl)c2)C[C@@H]2C[C@@H](c3cccn3-c3cccnc3)N3CCC[C@@]123	-5	-17	-1	1	1	-2	-2	3	i	8
Cn1c(O)c(N=NC(=O)c2ccccc2O)c2ccccc21	-1	-45	20	0	-1	23	-3	3	i	-103
COc1ccccc1-n1c(O)c(C=NCc2ccccn2)c2ccccc2c1=O	-3	-10	14	-1	-4	1	8	-8	i	-3
Cc1cc2c3c(c1)C1(C(=O)N3C(C)(C)CC2C)C(C#N)=C(N)Oc2cc(O)ccc21 (centres undefined)	1	-23	67*	3	1	24	0	17	i	12
NC(=S)Nn1c(CCC(=O)O)ccc1-c1ccccc1	-4	5	1	0	1	-2	-1	29	i	-7
Cc1ccccc1-c1nc(CN2CCC(C(=O)NCCC3=CCCCC3)CC2)c(C)o1	2	-3	5	-2	1	0	nt	8	i	10
O=C(COC(=O)c1ccccc1)NCCC1=CCCCC1	-8	-26	-5	-3	1	-4	1	32	i	3
COc1ccc(C(=O)O)c(OC)n1	2	-16	1	-5	-2	-5	-1	10	i	14
OCC[C@@H]1C[C@@H](O)[C@H](O)[C@]2(OCCc3ccccc32)O1	-5	-19	2	0	-2	0	1	23	i	5
CCOC(=O)C(=CNc1ccc(OC)cc1[N+](=O)[O-])C(=O)OCC	5	-3	-25	4	0	-16	-1	0	i	-15
COc1ccc(CN2CCN(C(=O)C3CCC(CNS(=O)(=O)c4ccccc4)CC3)CC2)c(OC)c1OC (centres undefined)	2	-44	1	-1	2	-1	0	11	i	2
CCOC(=O)c1ccc2c(c1)N(CC(=O)N1CCCC1)C(=O)C(C)(C)O2	-10	-13	7	-1	4	-2	-4	11	i	1

Additional structures follow:
SMILES	IEC-6 tox	KLF5 inh	HSF1 activator	HSP90 inh	GSK3beta inhib	HSF1 inh	GSK3 alpha inh	AI-2 QS mod	PolyA inh	aSyn 5UTR inh
CCOC(=O)CNC(=O)C12CC3CC(C1)CC(c1ccc(C)cc1)(C3)C2	0	-16	-3	0	-4	4	-1	9	i	-1
O=C(c1ccccc1F)N1CCN(S(=O)(=O)c2ccc(S(=O)(=O)N3CCCCC3)cc2)CC1	-2	-37	nt	-2	nt	nt	-3	nt	nt	nt
CCOC(=O)C1CCN(C2=NC(=O)/C(=C/c3ccccc3OC)S2)CC1	-1	9	4	-2	0	2	1	28	i	-4
Cc1nnc(-c2ccccc2)o1	5	-10	-20	11	1	2	-1	8	i	-14
COc1ccc(NS(=O)(=O)c2ccc(NC(C)=O)cc2)cc1OC	1	-8	-3	0	0	-4	-2	45	i	1
CC(=O)c1ccccc1OC(=O)c1ccc(-c2ccccc2)cc1	nt	nt	10	nt	2	-1	-6	33	i	-78
COc1cccc(/C=C2\Oc3cc(OCC(=O)N4CCCCC4)ccc3C2=O)c1OC	-4	-29	33	5	2	25	-1	1	i	-26

This is a subset; rates above refer to the full screens.
